Source: PubChem
TDP1 block: inhibitors of human tyrosyl-DNA phosphodiesterase TDP1; Q9NUW8; recombinant TDP1, AlphaScreen DNA substrate cleavage; Potency, µM (doses to about 130 µM), for the others: top-dose activity change, negative = inhibition, actives largely listed as inhibitors; 350,000 tested, 0.28% active; AID 485290; further: nearly all actives have a fitted effect of over 40% in size
Target sequence (Q9NUW8 whole entry, looked up): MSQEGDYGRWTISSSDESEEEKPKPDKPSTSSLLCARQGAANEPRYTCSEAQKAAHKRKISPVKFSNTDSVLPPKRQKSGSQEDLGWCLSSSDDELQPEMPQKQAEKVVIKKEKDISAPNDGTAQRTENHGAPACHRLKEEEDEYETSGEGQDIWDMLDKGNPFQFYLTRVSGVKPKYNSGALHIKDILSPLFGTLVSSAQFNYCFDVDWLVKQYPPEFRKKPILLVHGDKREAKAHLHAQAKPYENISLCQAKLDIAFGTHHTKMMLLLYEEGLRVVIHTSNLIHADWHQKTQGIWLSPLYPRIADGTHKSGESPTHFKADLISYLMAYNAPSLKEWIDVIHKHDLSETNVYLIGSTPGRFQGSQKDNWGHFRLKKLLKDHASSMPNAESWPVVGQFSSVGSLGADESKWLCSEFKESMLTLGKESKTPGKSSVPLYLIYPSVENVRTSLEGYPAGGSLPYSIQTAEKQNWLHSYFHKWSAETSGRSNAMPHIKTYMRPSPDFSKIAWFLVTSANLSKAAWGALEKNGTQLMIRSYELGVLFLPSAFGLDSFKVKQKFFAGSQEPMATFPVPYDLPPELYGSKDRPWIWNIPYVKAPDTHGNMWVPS
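Here, a 5' biotin and 3' phosphotyrosine-FITC DNA oligonucleotide reports Tdp1 activity: intact substrate bridges AlphaScreen beads, while cleavage leaves a 3' phosphate and drops signal. All incubations at room temperature.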
N370S GC: N370S glucocerebrosidase modulation, Gaucher chaperone candidate; N370S GC spleen homogenate, 4MU-glucoside fluorescence; 330,000 tested, 0.092% active; Potency, µM (series often up to 59.4 µM), inactives show top-dose activity change, negative = inhibition, hits mostly inhibitors;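 further: 0% = full enzyme activity and -100% = no enzyme basal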
FEN1 inh: blocks human flap endonuclease 1; P39748; Recombinant FEN1 flap cleavage, fluorescence, 15 min; Potency, µM (series often up to 114 µM), without a hit: at the top dose activity change, negative = inhibition, actives largely listed as inhibitors; 390,000 tested, 0.35% active; AID 588795; further: nearly all actives have a fitted effect of over 65% in size
Target sequence (P39748 whole entry, looked up): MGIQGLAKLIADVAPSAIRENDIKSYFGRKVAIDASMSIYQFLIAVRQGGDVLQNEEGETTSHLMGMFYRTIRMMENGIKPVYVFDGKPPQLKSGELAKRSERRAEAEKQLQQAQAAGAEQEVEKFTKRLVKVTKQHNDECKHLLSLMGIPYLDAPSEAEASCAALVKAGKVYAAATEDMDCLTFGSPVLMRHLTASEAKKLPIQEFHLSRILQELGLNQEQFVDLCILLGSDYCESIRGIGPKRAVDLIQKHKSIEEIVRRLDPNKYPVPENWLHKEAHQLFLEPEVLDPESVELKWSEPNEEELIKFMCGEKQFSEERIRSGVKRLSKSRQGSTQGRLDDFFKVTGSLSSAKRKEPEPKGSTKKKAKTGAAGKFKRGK
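Quantitative HTS format: each compound was titrated, incubated with 10 nM nuclease for 15 min at room temperature, then challenged with flap substrate at 50 nM final. Signal change over 15 min gave concentration–effect curves.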
The depositor's hits bear a star; ? = inconclusive; / = not tested or not shown; & = joins results of further samples; [ ] = remark or other dose. The call rests on the fitted dose curve; in most records, active means well fitted curve in the direction sought with a large enough effect; inconclusive means small, poorly fitted or top-dose-only effect, or another doubt; inactive means no such curve, though single readings can be large; an effect the other way counts as inactive or inconclusive. Unless noted, on the % scale 0 is the no-effect control and ±100 the full control effect; potency means the concentration at half of the fitted maximal effect.

SMILES	TDP1 block	N370S GC	FEN1 inh
Cn1c(N)c(S(=O)(=O)NCc2ccc(F)cc2)c(=O)n(C)c1=O	3%	-9%	-2%
Cc1ccc(S(=O)(=O)CCC(=O)OCC(=O)c2cc(C)n(C)c2C)cc1	6%	/	-2%
Cc1cc(C)c(C(=O)COc2cccnc2[N+](=O)[O-])cc1C	-3%	1%	-18%
C=CCC(C)(NCc1ccccc1)C(=O)OCC (stereo unspecified)	-6%	-9%	/
CN(Cc1ccccc1)c1ccc(S(=O)(=O)N2CCOCC2)cn1	7%	1%	-9%
N#Cc1cccc(NC(=O)c2ccc(S(=O)(=O)N3CCOCC3)cc2)c1	0%	/	18%
COc1ccc(-c2[nH]ncc2CN2CCC(C(=O)c3ccc(F)cc3)CC2)cc1	0%	-12%	13%
CC(=O)c1ccc(OC2C(O)COC2/C=C/c2ccc(Cl)cc2)cc1 (stereo unspecified)	9%&4%[21 µM]	-5%&-12%[12.8 µM]	/
Cc1csc(=O)n1CC(=O)OCC(=O)Nc1cc(Cl)ccc1[N+](=O)[O-]	5%[56.1 µM]	-15%	0%
O=C(Nc1ccc(Cl)cc1)C1c2cccc[n+]2CC(=O)N1Cc1ccc2c(c1)OCO2 (stereo unspecified)	6%	-10%	5%
CCOc1ccc(-c2ccc(SCC(=O)N3CCOCC3)nn2)cc1	5%	2%	1%
O=C(CCS(=O)(=O)c1nc(-c2ccc3c(c2)OCO3)cc(C(F)(F)F)n1)Nc1ccccc1F	-3%	/	-19%
O=C1Cc2ccccc2Sc2cc(OCCCN3CCCCC3)ccc21	0%	-24%	-17%
COc1ccc(CN(C)C(=O)COC(=O)c2cnc(Cl)c(Cl)c2)cc1	-2%	/	-3%
CC(C)(C)N=C1NN=C(c2ccc(S(=O)(=O)N3CCCCC3)cc2)CS1	-11%	0%	-1%
C[n+]1c2n(c3ccccc31)N=C(c1cc(C(C)(C)C)c(O)c(C(C)(C)C)c1)CS2	5%	-22%	-3%
CCn1c(=O)c([N+](=O)[O-])c(NCCc2ccc(OC)c(OC)c2)c2ccccc21	-3%	-11%	17%
O=C(c1ccsc1)N1CCCC(N2CCN(c3ccccc3F)CC2)C1 (stereo unspecified)	3%	-5%	5%
Cc1ccc(C(=O)OC(C)C(=O)NCc2ccc3c(c2)OCO3)cc1S(=O)(=O)N1CCOCC1 (stereo unspecified)	0%	-14%	0%
CN(C(=O)CSc1nc2c(c(=O)[nH]1)CCC2)c1ccccc1	2%	-2%	0%
Cc1cc(C(F)(F)F)c2c(N)c(C(=O)Nc3c(Cl)cccc3Cl)sc2n1	-9%	/	?
CCC(c1nnnn1C(C)(C)C)N1CCN(C(=O)c2ccco2)CC1 (stereo unspecified)	4%	-16%	4%
Brc1cc2c(cc1/C=N/Nc1nc(N3CCCCC3)nc(N3CCCCC3)n1)OCO2	6%	6%	/
COc1ccc2c(c1OC)C(=O)OC2CC(=O)c1ccc(N(C)C)cc1 (stereo unspecified)	4%	0%	?
O=C(CSc1nnc(-c2ccco2)o1)NC(=O)Cc1ccccc1	/	7%	-6%
(cont.)
SMILES	TDP1 block	N370S GC	FEN1 inh
O=C(Nc1ccc(Cl)c(Cl)c1)Nc1ccccc1NS(=O)(=O)c1cccs1	-4%	11%	5%
Nc1ccc2nc(Cc3ccccc3)[nH]c2c1	11%	?	0%
Nn1c(-c2ccccc2)nc2ccccc2c1=O	6%	11%	2%
Cc1nc(SCC(=O)Nc2ccc3c(c2)OCCO3)c2oc3ccccc3c2n1	3%	20%	-5%
CC(=O)Nc1ccc(S(=O)(=O)NCCSCc2c(Cl)cccc2Cl)cc1	4%	-3%	-9%
Cc1ccc(NS(=O)(=O)c2c(C(=O)N3CCCCCC3)c(C)n(C)c2C)cc1C	3%	-5%	5%
COCCN(C(=O)Cc1cccs1)C(C(=O)NCc1ccc(OC)cc1)c1ccccc1 (stereo unspecified)	3%	4%	11%
CCOc1ccc(C2/C(=C(\O)c3ccc4c(c3)OCCO4)C(=O)C(=O)N2CCN2CCOCC2)cc1OC (stereo unspecified)	7%	0%	-5%
Cc1cc(C)c2c(N)c(C(=O)N/N=C/c3ccccc3)sc2n1	/	3%	6%
O=C(CCc1ccccc1)Nc1nc2nc(-c3ccccc3)cc(=O)n2[nH]1	7%	-2%	-4%
CCN(CC)C(=O)CSc1nc(N)c(-c2ccccc2)c(=O)[nH]1	7%	-27%	11%
CC1CCCN(c2nc3c(c(=O)[nH]c(=O)n3C)n2Cc2ccccc2Cl)C1 (stereo unspecified)	9%	-2%	-19%
COc1ccc2c(c1)Cc1sc(NC(=O)c3ccco3)nc1-2	2%	-17%	-22%
O=C(c1cn(-c2ccccc2)nc1-c1cccnc1)N1CCN(S(=O)(=O)c2cccc(F)c2)CC1	1%	/	13%
O=C(C1CCCCN1S(=O)(=O)c1ccccc1[N+](=O)[O-])N1CCCC1 (stereo unspecified)	4%	1%	4%
Cc1cc(OCc2cccc(S(=O)(=O)N3CCOCC3)c2)ccc1Cl	-3%	/	-19%
CCOC(=O)c1c(C)nc2ccccc2c1-c1ccccc1	0%	7%	-13%
Cn1c(=O)c2c(ncn2CC(=O)N2CCN(S(=O)(=O)c3ccc(F)cc3)CC2)n(C)c1=O	2%	/	-3%
O=C(CSc1nc2ccccc2nc1Cc1ccccc1F)Nc1cccc(C(F)(F)F)c1	3%	/	4%
CCOC(=O)N1CCN(CC(O)COc2ccccc2C(C)C)CC1 (stereo unspecified)	6%	13%	-9%
COC(=O)c1cc(S(=O)(=O)N(C)C2CCCCC2)oc1C	0%	-8%	-4%
CC1CCN(CCNC(=O)C2CCN(S(=O)(=O)c3cccc4nsnc34)CC2)CC1	-1%	4%	20%
Nc1ncnc2c1ncn2[C@H]1CC[C@@H](CO)O1	4%&0%&14%	2%&8%	17%
C/C(CC(=O)Nc1cccc(Cl)c1C)=N\NC(=O)C(=O)NCC(C)C	8%	?	-2%
Cc1cc(F)ccc1NC(=O)C(C)n1c2ccccc2c2nc(=O)cc(C)n21 (stereo unspecified)	/	0%	3%

Reformatted with two lines to a compound: entries from further up.
Under each structure: TDP1 block	N370S GC	FEN1 inh
> Cc1cc(C(F)(F)F)c2c(N)c(C(=O)Nc3c(Cl)cccc3Cl)sc2n1
  -9%	/	?
> CCC(c1nnnn1C(C)(C)C)N1CCN(C(=O)c2ccco2)CC1 (stereo unspecified)
  4%	-16%	4%
> Brc1cc2c(cc1/C=N/Nc1nc(N3CCCCC3)nc(N3CCCCC3)n1)OCO2
  6%	6%	/
> COc1ccc2c(c1OC)C(=O)OC2CC(=O)c1ccc(N(C)C)cc1 (stereo unspecified)
  4%	0%	?
> O=C(CSc1nnc(-c2ccco2)o1)NC(=O)Cc1ccccc1
  /	7%	-6%
> O=C(Nc1ccc(Cl)c(Cl)c1)Nc1ccccc1NS(=O)(=O)c1cccs1
  -4%	11%	5%
> Nc1ccc2nc(Cc3ccccc3)[nH]c2c1
  11%	?	0%

(further entries)
SMILES	TDP1 block	N370S GC	FEN1 inh
CSCCC(NC(=O)c1ccccc1)C(=O)N1CCN(C(c2ccccc2)c2ccccc2)CC1 (stereo unspecified)	4%	-12%	-7%
COCc1nnc(NC(=O)c2cccs2)s1	-1%	-4%	-4%
CN1C(=O)C(C)(C)c2cc(S(=O)(=O)N3CCCC(C(=O)Nc4ccc(Cl)cc4)C3)ccc21 (stereo unspecified)	/	-18%	-4%
CC1(C)CC(=O)CC(C2(O)C(=O)N(Cc3ccccc3)c3ccccc32)O1 (stereo unspecified)	-5%	4%	16%
O=C(CSc1ccccc1)Nc1ccc2c(c1)C(=O)NC2=O	0%	-4%	21%
O=c1oc2ccccc2cc1-c1ccc(O)cc1	4%	15%	-14%
Cc1ccc(C(=O)NC(=S)Nc2ccc(-c3cc4ccccc4oc3=O)cc2)c(C)c1	4%	3%	-5%
Cc1ccccc1OCC(=O)N/N=C1\CCOc2c(C)cccc21	4%	-4%	4%
CC(C)(C)OC(=O)C[C@H]1C/C=C\C[C@@H](CC(=O)N(CCO)Cc2ccccc2)C(=O)N2CCC[C@@H]2COC1=O	1%	/	-2%
O=S(=O)(c1ccc(C2CCCCC2)cc1)N1CCCC1	-5%	22%	-15%
O=C(CSc1nncs1)Nc1nccs1	4%[0.505 µM]	-3%	-5%
CCc1ccc2[nH]c(C(=O)Nc3ccc(C)c(F)c3)cc2c1	/	4%	17%
COc1cc(OC)c(NC(=O)c2cn(C)c(=O)c3cc(OC)c(OC)cc23)cc1Cl	0%	/	-7%
c1ccc2c(-n3cnnn3)cccc2c1	1%	6%	-3%
O=C(CSc1ncccn1)Nc1cc(Cl)ccc1[N+](=O)[O-]	3%	5%	0%
COc1cccc(NC(=O)N(CCC(C)C)C2CCN(C(C)C)CC2)c1	0%	/	7%
COC(=O)[C@@H]1C[C@H]2CC[C@H](O)C[C@H]2N1Cc1ccc(C)s1	3%&-4%	-4%&-3%	3%
Cc1cc2[nH]c(=O)c(=O)[nH]c2cc1S(=O)(=O)N(C)C1CCCCC1	/	?	9%
COc1ccccc1N1C[C@@H]2C[C@@H](c3ccco3)N3CCC[C@@]23C1=O	3%	15%	-4%
C=CC[C@H](CC(=O)NCCO)C(=O)NC[C@@H](OC(=O)[C@@H](CC=C)CC(=O)OC(C)(C)C)c1ccccc1	1%	/	16%
COC(c1ccccc1)c1nnc(CCC(=O)NCCCc2ccccc2)o1 (stereo unspecified)	3%	-13%	-1%
COc1ccc(CC(=O)Nc2ccc(S(=O)(=O)N3CCCCC3)cc2)cc1OC	10%	-13%	-2%
Cc1ccc(S(=O)(=O)N2CCN(C(C)C(=O)Nc3ccccc3-c3ccccc3)CC2)cc1 (stereo unspecified)	3%	0%	-1%
O=C(NCCN1CCOCC1)/C(=C/c1ccc(Cl)cc1)NC(=O)c1ccccc1	/	-10%	13%
CC(C)NC(=O)NC(=O)CSc1ccc(S(=O)(=O)N2CCCC2)cn1	0%	/	-3%

Entries of single compounds from above. Order of values: TDP1 block	N370S GC	FEN1 inh
`COc1cc(OC)c(NC(=O)c2cn(C)c(=O)c3cc(OC)c(OC)cc23)cc1Cl` is listed with 0%	/	-7%
`O=S(=O)(c1ccc(C2CCCCC2)cc1)N1CCCC1` is listed with -5%	22%	-15%
`COC(c1ccccc1)c1nnc(CCC(=O)NCCCc2ccccc2)o1` (stereo unspecified) is listed with 3%	-13%	-1%
`O=c1oc2ccccc2cc1-c1ccc(O)cc1` is listed with 4%	15%	-14%

The listing continues.
SMILES	TDP1 block	N370S GC	FEN1 inh
Cc1ccc(C(=O)N2CCCC2)cc1Br	2%	4%	34%
Nc1oc2ccccc2c(=O)c1-c1ccc2c(c1)OCO2	/	3%	-5%
CC1CCN(C(=O)C2CCCN2S(=O)(=O)c2ccc(Cl)cc2)CC1 (stereo unspecified)	5%	-19%	16%
O=C(N/N=C/c1cc(Cl)cc([N+](=O)[O-])c1O)C(O)(c1ccccc1)c1ccccc1	/	?	-5%
CCCCC(=O)NC(c1ccccc1)c1ccc2cccnc2c1O (stereo unspecified)	/	-6%	-4%
CC1CCCC(NC(=O)COC(=O)c2cccs2)C1C (stereo unspecified)	1%	/	3%
Cc1c(N=Cc2cccs2)c(=O)n(-c2ccccc2)n1C	-8%	-3%	-14%
O=C(C1CCC(CNS(=O)(=O)c2cccs2)CC1)N1CCN(c2ccc(F)cc2)CC1 (stereo unspecified)	2%	0%	-2%
CC(/C=C1\SC(=S)N(c2ccc(C(=O)O)cc2)C1=O)=C\c1ccccc1	-6%	3%	-1%
CCCOc1ccc(N2CC(C(=O)NC3=NCCS3)CC2=O)cc1 (stereo unspecified)	5%	10%	16%
N#Cc1c(Cl)nsc1NCCN1CCOCC1	/	3%	-10%
CCCNC(=O)COC(=O)c1cc2c(=O)n3ccccc3nc2s1	2%	?	6%
CCN(CC)C(=O)COc1ccc(/C(C)=N/NC(=O)c2ccccc2-n2cccc2)cc1	4%	-7%	-1%
COCCn1c(C)cc(C(=O)COC(=O)/C=C/c2ccc(OC)cc2OC)c1C	4%	/	-19%
CCCn1cnc2c(=O)oc3ccccc3c21	-2%	-2%	5%
COc1cccc(Nc2nc(-c3cccc(N4C(=O)c5ccccc5C4=O)c3)cs2)c1	4%	6%	-12%
CC1=C(C(=O)OCc2ccccc2)C(c2ccc(C3CCCCC3)cc2)NC(=O)N1CCCCCC(=O)O (stereo unspecified)	10%	-11%	/
Cc1ccc(OC(C)C(=O)N2CCN(CCc3ccccn3)CC2)cc1C (stereo unspecified)	-5%	/	-4%
COc1ccc(C23CC4CC(CC(C4)C2)C3)cc1C(=O)NCCN(C)C	/	-25%	5%
Cc1cc2ncn(C(=O)N3CCCCCC3)c2cc1C	0%	11%	5%
Cc1cc(=O)n2nc(N3CCC(C(=O)N4CCN(Cc5ccccc5)CC4)CC3)sc2n1	5%	-5%	-9%
CC1=[N+](C)c2ccc3ccccc3c2C1(C)C	13%	-12%	?
COCCCNC(=O)C(C#N)c1nc2ccccc2nc1N1CCN(Cc2ccccc2)CC1 (stereo unspecified)	-2%	-5%	3%
CC1CN(C(=O)c2cc3cc(Br)ccc3[nH]2)CC(C)O1 (stereo unspecified)	/	-13%	0%
NS(=O)(=O)c1ccc(CCNC(=O)c2ccccc2OCc2ccc(F)cc2)cc1	/	-10%	5%
FC(F)(F)c1cccc(Nc2cc(-c3ccccc3)nc3ncnn23)c1	/	-7%	17%
